PPC-1+TRAIL kill – compounds killing PPC-1 cancer cells with TRAIL present, primary screen, TRAIL potentiator project, ATPLite luminescence, uHTS. cell killing (% activity), % at 4 µM. 0.41% of 220,000 active. AID 1443, 2008. PPC-1 cells + TRAIL, ATPLite viability luminescence;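 active = cell killing above 50% in the first pass at 4 µM, then a duplicate retest at 5 µM averaging 50% or more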;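 note: plate controls were cells with TRAIL plus DMSO for no effect and medium-only wells lacking cells for full effect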
TRPML3 agonist – human TRPML3 channel agonists, primary screen, cell-based, HEK293 TRPML3-YFP, Fluo-8 calcium fluorescence, 3 µM; Mucolipin-3 (Homo sapiens), Q8TDD5; 100% = the carbachol control signal; activation, % at 3 µM; 0.29% of 220,000 active; AID 1448, 2008;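 active = activation above its plate's cutoff, the mean activation of the plate's test wells plus 3 SD, cut at about 12% in these data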;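 note: 0% = DMSO only wells and 100% = carbachol wells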
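Material: TRPML3-YFP stable HEK293 cells | Dosing: One concentration, 3 µM nominal, 0.3% DMSO | Timing: 125 s total fluorescence read per well | Technique: Fluo-8 calcium dye fluorescence, ex 470-495, em 515-575 nm | Measure: Percent activation from peak-to-basal fluorescence ratio, scaled between DMSO and carbachol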
CHOP inh – inhibitors of CHOP promoter induction, primary screen, cell-based, unfolded protein response, luciferase reporter. CHO-K1 CHOP-promoter luciferase, tunicamycin-induced, 15-18 h. inhibition, % at 10 µM. 3.8% of 220,000 active;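 active = compounds that reduced the stress-induced luciferase reporter signal by more than about 70% of percent inhibition, limit read from the data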;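 note: 0% = tunicamycin plus vehicle and 100% = wells without tunicamycin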
EBV gp42 inh – Epstein-Barr virus gp42 inhibitors, primary screen, biochemical, uHTS, fluorescence polarization; Fluorescence polarization binding assay, mP read-out; inhibition, % (tested at 21.74 µM); 0.42% of 220,000 active; in the data active = inhibition above about 50%
Target sequence (Q1HVG2 whole entry, looked up): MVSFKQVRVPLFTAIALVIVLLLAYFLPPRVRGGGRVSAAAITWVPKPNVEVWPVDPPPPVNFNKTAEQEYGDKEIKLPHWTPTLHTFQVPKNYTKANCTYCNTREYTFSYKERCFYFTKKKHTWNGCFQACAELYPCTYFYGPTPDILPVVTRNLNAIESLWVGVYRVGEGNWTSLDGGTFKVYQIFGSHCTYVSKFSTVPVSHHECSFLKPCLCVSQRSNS
TNF necrop inh – inhibitors of TNF-alpha triggered necroptosis, primary screen, cell-based, Jurkat FADD-/-, single concentration; AID 463075, 2010; Jurkat FADD-/- TNF necroptosis rescue, ATP luminescence, 24 h; 0 = TNF only, 100 = no-TNF cells; 0.068% of 220,000 active; activation (protection from cell death), % at 10 µM;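 active = activation, meaning protection from cell death, of at least 50% relative to plate controls; inactive = activation below 50%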;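 note: necroptosis triggered by 40 ng/mL TNF-alpha added together with compound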
NCF1 inh – p47phox/p22phox peptide binding inhibitors, primary screen, biochemical, uHTS, NADPH oxidase regulatory subunit; AID 1274, 2008; 0.53% of 220,000 active; inhibition, % at 24.7 µM; fluorescence polarization, 2 h; Neutrophil cytosol factor 1 (Homo sapiens), P14598;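 active = inhibition above about 30%, limit read from the data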;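 note: 0% = p47phox with labelled peptide and 100% = labelled peptide alone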
Target sequence (P14598 whole entry, looked up): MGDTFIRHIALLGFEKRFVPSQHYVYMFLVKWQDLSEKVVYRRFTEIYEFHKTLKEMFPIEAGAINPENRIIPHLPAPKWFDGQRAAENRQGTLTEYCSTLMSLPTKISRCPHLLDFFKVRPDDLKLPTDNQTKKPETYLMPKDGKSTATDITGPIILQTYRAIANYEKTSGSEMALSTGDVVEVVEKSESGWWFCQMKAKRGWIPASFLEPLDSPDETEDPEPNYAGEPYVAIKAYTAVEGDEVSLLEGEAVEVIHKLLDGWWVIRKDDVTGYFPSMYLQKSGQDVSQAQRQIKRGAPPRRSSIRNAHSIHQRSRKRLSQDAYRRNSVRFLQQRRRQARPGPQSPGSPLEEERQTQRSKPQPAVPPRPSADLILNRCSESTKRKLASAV
zfTRPN1 agonist – zebrafish TRPN1 channel agonists, primary screen, cell-based, HEK293, calcium fluorescence; transient receptor potential cation channel N1 (TRPN1/NompC), Danio rerio; HEK293 zebrafish TRPN1-YFP, Fluo-8 calcium fluorescence; 100% = response to 87 µM carbachol; activation, % at 3 µM; 0.18% of 220,000 active;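 active = activation above its plate's cutoff, the mean activation of test wells on that plate plus 3 SD, cut at about 19% in these data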;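 note: 0% = DMSO alone and 100% = 87 µM carbachol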
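Material: zebrafish TRPN1-YFP in HEK293 cells. Doses: one dose of 3 µM, 0.3% DMSO. Incubation: dye 1 h 37 °C plus 30 min RT. Measured by: intracellular calcium fluorescence with Fluo-8.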
Runt-SMMHC FRET – inhibitors of RUNX1 Runt–CBFb-SMMHC binding, primary screen, biochemical, FRET, Cerulean-Runt, Venus-CBFb-SMMHC, uHTS; Cerulean-Runt/Venus-CBFb-SMMHC FRET ratio 530/480, 1 h; Runt-related transcription factor 1 (Homo sapiens) + Core-binding factor subunit beta …; 0.74% of 220,000 active; AID 1434, 2008; inhibition, % at 20 µM;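 active = mean inhibition across duplicate retests at 20 µM reaching about 50%, limit read from the data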;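 note: 0% = DMSO wells and 100% = wells with excess untagged CBFb-SMMHC; inhibitors lower the FRET ratio by blocking Runt binding to CBFb-SMMHC; some results filed as inactive read as strong as hits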
Mdm2 ligase inh – MDM2-luciferase reporter signal enhancers, primary screen, MDM2 E3 ligase inhibitor project, cell-based, luminescence, 1536-well; E3 ubiquitin-protein ligase Mdm2 (Homo sapiens), Q00987; cell-based MDM2 ubiquitination luciferase reporter, 2 h; 0 = plate control, 100 = twice control, blank-subtracted; signal enhancement, % at 5 µM; 0.11% of 210,000 active;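 active = signal enhancement of 30% or more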;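 note: luminescence tracks abundance of the self-degrading MDM2-luciferase fusion protein; higher signal means inhibition of MDM2 E3 ligase activity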
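Assay system: stable mammalian line carrying autodegrading MDM2–luciferase fusion reporter; amount: 2000 cells seeded into each well; buffer or medium: DMEM; benchmarks: plate control and blank wells; signal: luciferase luminescence; timing: 2 h compound exposure at 37 °C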
An asterisk follows results filed as active; . = not tested or not shown; [ ] = remark or other dose.

Below each SMILES – EBV gp42 inh | zfTRPN1 agonist | TRPML3 agonist | NCF1 inh | PPC-1+TRAIL kill | Mdm2 ligase inh | CHOP inh | Runt-SMMHC FRET | TNF necrop inh
> COc1ccc(Cn2c(C)c(C)c(C#N)c2NC(=O)Nc2ccc(Cl)cc2)cc1
 : 0 | 0.5 | 0.3 | -12 | 8 | -7 | 106* | 2 | -0.9
> CCn1ncc(CN2CCN(Cc3ccc(OC)c(C)c3C)C(CCO)C2)c1C (configuration not stated)
 : -8 | 1.0 | 1.5 | -7 | 2 | -6 | -8 | -5 | 1.6
> CCOC(=O)c1sc(NC(=O)CSc2n[nH]c(-c3ccc(Cl)cc3Cl)n2)c(C#N)c1C
 : -1 | 1.5 | 0.6 | -42 | -12 | . | 75* | 6 | -0.6
> Oc1c(Br)cc(Br)cc1C=Nc1ccc2[nH]ncc2c1
 : -1 | 0.6 | 1.0 | 0 | 3 | . | 61 | -133 | -9.0
> Cc1ccc(C(=O)N/C(=C\c2cccs2)C(=O)NCc2cccnc2)cc1
 : 7 | 0.4 | 0.5 | -18 | 14 | -3 | 24 | -8 | 0.8
> O=C(c1cc(N2C(=O)C3C4CCC(C4)C3C2=O)ccc1Cl)N1CCN(c2ccccc2F)CC1 (configuration not stated)
 : -6 | 0.8 | 0.5 | -10 | 9 | -2 | 41 | -5 | -0.7
> CCOc1ccc(NC(=O)CN2CCN(CC(=O)Nc3ccc(F)cc3)CC2)cc1
 : -14 | 0.9 | 0.4 | -17 | 5 | 4 | -1 | 1 | 2.5
> CC(C)(C)c1ccc(S(=O)(=O)NC(Cc2ccccc2)C(=O)O)cc1 (configuration not stated)
 : -14 | 0.9 | 0.7 | 12 | -22 | -5 | 1 | 0 | 1.2
> Fc1cc(F)c(F)c(SCCc2ccncc2)c1F
 : -5 | 0.5 | 1.0 | -9 | 14 | -3 | 7 | 0 | -1.2
> CN1CCN(CC#CCC2(O)c3ccccc3-c3ccccc32)CC1
 : 3 | 0.4 | 1.0 | 1 | 2 | -8 | 0 | 1 | 1.8
> COc1cc(C)nc(N2CCCC(C(=O)Nc3cccc(Cl)c3Cl)C2)n1 (configuration not stated)
 : -3 | 0.6 | 0.2 | -3 | 5 | -11 | 64 | -4 | -1.7
> O=CN1CCN(C(C(=O)NC2CCCCC2)c2cc3c(cc2[N+](=O)[O-])OCO3)CC1 (configuration not stated)
 : -12 | 1.4 | 0.7 | 1 | 8 | 28 | -8 | 12 | 0.6
> COC(=O)c1c(=O)n(O)c2ccc(OC)cc2[n+]1[O-]
 : 98* | 2.6 | 2.8 | 26 | -11 | -13 | 37 | -381 | -0.1
> O=C(CSc1nccc(=O)[nH]1)Nc1ccc(S(=O)(=O)N2CCOCC2)cc1
 : -20 | -0.7 | 0.0 | 0 | 14 | -1 | -12 | 2 | 0.6
> CC(=O)C1=C(O)C(=O)N(CCCN2CCOCC2)C1c1ccccc1[N+](=O)[O-] (configuration not stated)
 : -2 | 1.1 | 1.1 | -12 | 0 | . | 7 | 2 | -2.6
> COc1cc(OC)cc(C(=O)NCc2ccc(-n3cccc3)cc2)c1
 : 3 | -1.2 | -1.2 | 2 | 10 | 6 | 18 | -2 | -0.3
> Cc1cccc(NC(=O)COc2ccc(Br)cc2)n1
 : 6 | -1.7 | 0.6 | -9 | 28 | 2 | 32 | -3 | -0.4
> O=C(O)CCC(=O)Nc1ccc(-n2ccc(C(F)(F)F)n2)cc1
 : -8 | 2.1 | 1.3 | 2 | -11 | -2 | -1 | -2 | 1.4
> O=C(CCc1nc2ccccc2s1)OCc1ccccc1F
 : -5 | -2.3 | -0.3 | 8 | -5 | -10 | 0 | -1 | 1.7
> O=C(O)CCCn1cc(NC(=O)c2ccco2)cn1
 : -10 | 0.3 | 1.2 | 2 | 4 | -9 | 8 | 1 | -0.5

Remaining list, next part.
Below each SMILES – EBV gp42 inh | zfTRPN1 agonist | TRPML3 agonist | NCF1 inh | PPC-1+TRAIL kill | Mdm2 ligase inh | CHOP inh | Runt-SMMHC FRET | TNF necrop inh
> CCCC(=O)NC(=S)c1c(C)n(C)n(-c2ccccc2)c1=O
 : -16 | -1.6 | -0.4 | -13 | 10 | 1 | 3 | 3 | -0.2
> Cc1noc2ncnc(Sc3ccc(Br)cc3)c12
 : 4 | -1.6 | -0.1 | 2 | 9 | -19 | 13 | 4 | -4.8
> Cc1nnc(SCC(=O)N2CCC(C(N)=O)CC2)s1
 : -14 | 1.0 | 1.2 | -9 | 5 | -2 | 16 | 0 | -0.7
> CC1=CC(=C2C(=O)c3ccccc3C2=O)C=C(C)N1Cc1ccco1
 : 2 | 0.1 | -0.3 | -18 | -16 | -14 | -13 | 5 | 3.8
> COc1cccc(NC(=O)NCc2ccc(F)cc2)c1
 : -7 | -1.5 | -0.9 | 3 | -7 | -89 | 5 | 2 | 1.7
> NC(=O)c1ncc(C(F)(F)F)cc1Cl
 : -3 | -0.7 | -0.2 | -2 | 26 | 1 | 7 | 1 | 0.4
> CCCCN(CCCC)C1=Nc2ccccc2N/C1=C(/C#N)C(=O)OCC
 : -8 | -0.2 | 0.7 | -30 | 5 | -18 | 72* | -52 | -2.4
> COc1ccc(OC)c(CC(NC(C)=O)C(=O)NC2CCN(c3cc(C)nc4ncnn34)CC2)c1 (configuration not stated)
 : -21 | 0.5 | 0.2 | -12 | 0 | -3 | -9 | -2 | 0.2
> Cc1nc2cc(NC(=O)NCCC3=CCCCC3)ccc2o1
 : -13 | 1.5 | 0.2 | -13 | 9 | -29 | 34 | 3 | 0.0
> COc1ccc(NC(=O)N(C2CCCCC2)C(C)c2cccnc2)c(OC)c1 (configuration not stated)
 : -1 | 1.0 | 0.1 | -7 | -17 | 0 | -4 | 0 | -5.5
> COc1cc(S(=O)(=O)NCCOC23CC4CC(CC(C4)C2)C3)c(OC)cc1Cl
 : -12 | -0.8 | 0.2 | 4 | 12 | -9 | 58 | -5 | 1.3
> CCOC(=O)C1=C(C)C(c2cccc(Oc3ccccc3)c2)NC(=S)N1 (configuration not stated)
 : 13 | -1.4 | -0.5 | -11 | -11 | -1 | 70 | -3 | -2.4
> CCC(=O)c1ccc(N2CCC(C)CC2)c(F)c1
 : -3 | 0.1 | 1.1 | 0 | 8 | 0 | -30 | -2 | -0.3
> CCOc1c(C)cc2[nH]c(CCC(=O)O)nc2c1C
 : 3 | 0.5 | 0.7 | 3 | 27 | -2 | -18 | 7 | 0.6
> CN(C)c1ccc(C(=O)NN2C(=O)c3ccccc3C2=O)cc1
 : -1 | 2.1 | 0.5 | -3 | 8 | -19 | 21 | 2 | 0.7
> O=C(NC(=S)NCCCN1CCOCC1)c1cccc2ccccc12
 : -17 | 1.0 | 0.4 | -14 | 13 | 5 | 8 | -3 | 2.5
> OCCNCCSc1nc(C2CCCCC2)n(-c2ccccc2Cl)n1
 : -3 | 1.0 | 0.7 | -2 | 10 | -1 | -4 | -1 | 5.5
> COc1ccc2cc(C3CC(c4cccs4)=NN3S(C)(=O)=O)c(Cl)nc2c1 (configuration not stated)
 : -43 | -0.7 | 0.5 | -184 | 11 | 7 | -9 | 0 | 1.0
> Cn1c(=O)c2c(nc(Br)n2CC(=O)c2cccs2)n(C)c1=O
 : 7 | 1.2 | 1.0 | 2 | -18 | -26 | 1 | -1 | -0.1
> CCS(=O)(=O)Nc1cccc(-c2nc3cccnc3s2)c1
 : -18 | 1.9 | 1.1 | 1 | -6 | 1 | 6 | -2 | 18

(list continues)
Below each SMILES – EBV gp42 inh | zfTRPN1 agonist | TRPML3 agonist | NCF1 inh | PPC-1+TRAIL kill | Mdm2 ligase inh | CHOP inh | Runt-SMMHC FRET | TNF necrop inh
> CCOc1ccc(NC(=O)c2ccc(N)cc2)cc1
 : -8 | 1.5 | 0.0 | -1 | 21[5 µM] | -25 | 48 | 3 | -3.7
> COc1cc(/C=C/CO)cc(OC)c1O[C@@H]1O[C@H](CO)[C@@H](O)[C@H](O)[C@H]1O
 : -12 | -0.1 | 0.9 | -1 | 20 | . | 1 | 3 | 2.2
> Cn1ncc(Cl)c1C(=O)Nc1cccc(Cl)c1
 : -18 | -0.7 | -0.8 | -11 | 21 | . | 1 | 10 | -1.4
> COc1ccc(NC(=O)C(NC(C)=O)C(=O)NCc2ccccc2)cc1 (configuration not stated)
 : -9 | -0.6 | 0.1 | -23 | 3 | -4 | 9 | -10 | -1.1
> CCn1c(O)c(N=NC(=O)CNC(=O)/C=C/c2ccco2)c2ccccc21
 : -15 | -0.7 | -0.8 | 0 | 15 | -40 | -9 | 0 | -1.5
> CC1CCN(c2ccc(C=O)o2)CC1
 : 4 | 0.6 | 0.8 | -12 | 7 | -4 | 22 | -3 | -0.1
> CC(NC(=O)C1CCCO1)c1ccccc1 (configuration not stated)
 : 1 | -0.1 | 0.6 | -6 | -8 | -25 | 6 | 1 | 1.5

In the list so far, these contain an aryl thioether with sulfur outside any ring.
Below each SMILES – EBV gp42 inh | zfTRPN1 agonist | TRPML3 agonist | NCF1 inh | PPC-1+TRAIL kill | Mdm2 ligase inh | CHOP inh | Runt-SMMHC FRET | TNF necrop inh
> CCOC(=O)c1sc(NC(=O)CSc2n[nH]c(-c3ccc(Cl)cc3Cl)n2)c(C#N)c1C
 : -1 | 1.5 | 0.6 | -42 | -12 | . | 75* | 6 | -0.6
> Fc1cc(F)c(F)c(SCCc2ccncc2)c1F
 : -5 | 0.5 | 1.0 | -9 | 14 | -3 | 7 | 0 | -1.2
> O=C(CSc1nccc(=O)[nH]1)Nc1ccc(S(=O)(=O)N2CCOCC2)cc1
 : -20 | -0.7 | 0.0 | 0 | 14 | -1 | -12 | 2 | 0.6
> Cc1noc2ncnc(Sc3ccc(Br)cc3)c12
 : 4 | -1.6 | -0.1 | 2 | 9 | -19 | 13 | 4 | -4.8
> Cc1nnc(SCC(=O)N2CCC(C(N)=O)CC2)s1
 : -14 | 1.0 | 1.2 | -9 | 5 | -2 | 16 | 0 | -0.7
> OCCNCCSc1nc(C2CCCCC2)n(-c2ccccc2Cl)n1
 : -3 | 1.0 | 0.7 | -2 | 10 | -1 | -4 | -1 | 5.5

Assay outcomes: PubChem, several laboratories
